High-throughput results from PubChem BioAssay.
Platelet DG rel: modulates dense granule release in human platelets. actives 0.22% (n = 300,000). human platelet-rich plasma, SFLLRN dense granule ATP release, luminescence. inhibition, %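 (compounds screened at 7.5 µM in platelet-rich plasma)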;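 active means mean replicate score, as percent of positive control, at or above 50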
KCNQ1 block: human KCNQ1 channel inhibition | CHO-K1 KCNQ1, FluxOR thallium flux fluorescence; active compounds read high | B-score at 10 µM | actives 1.3% (n = 310,000) | AID 2642;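 active means compounds whose thallium flux B-score, printed positive for inhibition, exceeds three library SD while starting fluorescence stays within three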;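 further: channel opened by potassium depolarization with thallium stimulus after 20 min compound exposure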
TRPC4 block: TRPC4 (mouse) channel inhibition. actives 0.39% (n = 300,000). B-score at 10 µM. HEK293 TRPC4beta/mu-opioid, DAMGO-evoked Fluo4 calcium flux; active compounds read low. Q9QUQ5. AID 2247;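 active means B-score over 3 SD under the library average, no early fluorescence shift, positive overall ratio signal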
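Assay system: Stable TRPC4beta/mu-opioid receptor HEK293 cells | Reagent: DAMGO in two steps, submaximal then maximal | Compound dosing: Single concentration per test compound | Signal: Fluo4 Ca2+ flux fluorescence | Evaluation: Per-well B score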
hERG protect: compounds protecting human hERG from proarrhythmic drug block | actives 0.51% (n = 310,000) | CHO-hERG, FluxOR thallium flux, dofetilide IC70 present | activation (rescue from dofetilide block), less the hit threshold, % at 10 µM | AID 1511 | Q12809;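 active means activation above the mean of controls blocked by dofetilide plus 5 SD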;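 further: thallium influx through hERG after potassium depolarization seen as dye fluorescence rise; in these data hits start at about 4.7%; inactives centre near -7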
TRPC4 agonist: opens the mouse TRPC4 cation channel. HEK293 TRPC4beta/mu-opioid, Fluo4 calcium fluorescence; active compounds read high. B-score at 10 µM. actives 0.49% (n = 310,000);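 active means B-score above 5 SD of library B-scores, and initial fluorescence ratio not above library mean plus 5 SD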;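 further: positive B-score marks a calcium rise read as TRPC4 activation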
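System: HEK293 cells stably co-expressing mouse TRPC4beta and mu-opioid receptor; Schedule: Fluo4 dye loading 45 min at room temperature, 110 s recording; Detection: Fluo4 fluorescence, kinetic; Evaluation: B-scored integrated calcium fluorescence ratio; Controls: buffer (low) and maximal DAMGO (high).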
Dyrk1A ADPGlo: inhibitors of rat Dyrk1A kinase | Q63470 | ADP-Glo luminescence, NFATc1 peptide | inhibition, % at 12.5 µM | actives 0.43% (n = 310,000) | AID 504441; in the data active means inhibition above about 50%;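 further: plate controls were vehicle with enzyme for no effect and no enzyme for full effect; many of its hits are not listed in these tables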
TRPC4 potent: allosteric potentiators of mouse TRPC4 channel; Q9QUQ5; HEK293 TRPC4beta/mu-opioid, DAMGO EC20, Fluo-4 Ca2+ flux; active compounds read high; B-score at 10 µM; actives 0.42% (n = 310,000);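 active means B-score of calcium response area above 5 SD of library B-scores, with initial fluorescence ratio within 5 SD of library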;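 further: B-score of integrated fluorescence ratio over time as area under calcium response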
KCNK9 inh: blocks the human KCNK9 two-pore domain potassium channel. Q9NPC2. HEK293 KCNK9, FluxOR thallium flux fluorescence; active compounds read low. B-score at 10 µM. actives 1.2% (n = 310,000). AID 488922;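 active means ratio B-score over 3 SD below the library mean, with starting fluorescence within 5 SD of its mean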;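 further: negative B-score means less thallium flux so channel inhibition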
Target sequence (Q9NPC2 whole entry, looked up, the tested form may be a part): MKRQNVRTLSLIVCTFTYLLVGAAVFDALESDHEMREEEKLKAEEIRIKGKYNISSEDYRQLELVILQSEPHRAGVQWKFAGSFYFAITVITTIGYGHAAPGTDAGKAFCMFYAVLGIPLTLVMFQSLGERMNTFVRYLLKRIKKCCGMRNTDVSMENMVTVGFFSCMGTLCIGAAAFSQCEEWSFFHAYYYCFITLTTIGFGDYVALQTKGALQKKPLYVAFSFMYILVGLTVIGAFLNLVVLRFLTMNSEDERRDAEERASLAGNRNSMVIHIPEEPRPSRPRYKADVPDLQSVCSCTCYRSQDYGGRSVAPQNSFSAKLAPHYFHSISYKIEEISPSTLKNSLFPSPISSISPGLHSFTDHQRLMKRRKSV
KCNK3 block: human KCNK3 channel inhibition, primary screen | CHO-KCNK3 thallium flux, FluxOR fluorescence; active compounds read low | AID 602410 | O14649 | actives 0.84% (n = 340,000) | B-score at 10 µM;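 active means B-score under library mean minus 4 SD, starting fluorescence ratio at most library mean plus 5 SD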;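 further: more negative B-score means stronger inhibition of thallium flux through KCNK3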
Target sequence (O14649 whole entry, looked up): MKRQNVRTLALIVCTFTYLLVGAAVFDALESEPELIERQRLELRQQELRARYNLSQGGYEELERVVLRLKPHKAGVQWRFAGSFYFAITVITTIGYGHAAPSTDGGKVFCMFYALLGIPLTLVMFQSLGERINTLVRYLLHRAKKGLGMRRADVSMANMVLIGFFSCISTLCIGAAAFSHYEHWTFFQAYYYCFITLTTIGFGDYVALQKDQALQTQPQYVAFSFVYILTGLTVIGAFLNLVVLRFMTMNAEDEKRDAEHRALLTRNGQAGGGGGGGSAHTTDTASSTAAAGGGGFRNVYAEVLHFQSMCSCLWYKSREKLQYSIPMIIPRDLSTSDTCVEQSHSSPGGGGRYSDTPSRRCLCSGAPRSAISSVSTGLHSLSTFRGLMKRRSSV
PolyA inh: blocks polyadenylation in yeast reporter cells | actives 0.02% (n = 300,000) | calls only at 12 µM | S. cerevisiae SKY197-pL101 polyadenylation reporter, beta-gal luminescence; efflux-impaired pdr1/pdr3 knockout yeast; score 100 = 6 SD above DMSO;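 active means lowest replicate activity score at least 50, where 100 means six control SD above control mean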;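 further: yeast exposed to compound for 9 h at 30 °C; higher score means more reporter readthrough which indicates perturbed polyadenylation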
KCNQ1 act: potentiators or activators of human KCNQ1 potassium channel | P51787 | CHO-K1 KCNQ1, thallium flux FluxOR fluorescence; active compounds read high | B-score at 10 µM | actives 0.35% (n = 310,000);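 active means fluorescence ratio B-score, a plate-corrected score, at least three library SD, with initial intensity B-score within 5 SD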
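System: CHO-K1 cells stably expressing KCNQ1 / Medium: assay buffer for compound exposure, DMSO matched across wells / Reagent: thallium- and potassium-containing depolarizing buffer / Compound: one concentration, matched DMSO / Incubation: 20 min compound pretreatment at room temperature / Measured by: kinetic FluxOR fluorescence, 10 s baseline plus 110 s post-stimulus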
An asterisk follows results filed as active; i = inactive; / = not tested or not shown. Some of the compounds tested; count on the stated rates, not on these rows.

SMILES	Platelet DG rel	KCNQ1 block	TRPC4 block	hERG protect	TRPC4 agonist	Dyrk1A ADPGlo	TRPC4 potent	KCNK9 inh	KCNK3 block	PolyA inh	KCNQ1 act
Cc1ccc(-c2nnc(N(C)C(=O)c3ccccn3)s2)cn1	-5.2	i	i	-5.4	i	-13.0	i	i	i	i	i
CNC(=S)NNC(=O)c1cc(C(C)(C)C)nn1Cc1ccc(F)cc1	18.0	i	i	-12.6	i	1.4	i	i	i	i	i
CCN(CC(=O)Nc1c(F)cccc1F)C(=O)/C=C/c1c(C)nn(-c2ccc(F)cc2)c1C	-1.3	i	i	-11.3	i	11.8	i	i	i	i	i
CCOC(=O)C1=C(COC(=O)CNC(=O)c2ccccc2F)NC(=O)NC1C (stereo not given)	-3.9	i	i	-6.5	i	9.8	i	i	i	i	i
COc1ccc(-c2cc(CCCC(=O)NCCc3ccc(OC)cc3OC)no2)cc1	1.8	i	i	-3.3	i	-1.6	i	i	i	i	i
Cc1cc(SCc2cccc(C(F)(F)F)c2)nc(=O)[nH]1	0.4	i	i	-7.0	i	-1.1	i	i	i	i	i
N#Cc1cc2cc3c(cc2nc1SCC(=O)N1CCOCC1)OCCO3	-23.9	i	i	-5.6	i	1.5	i	i	i	i	i
Cc1cc(Br)c2nc3c(c(C(=O)O)c2c1)CCCCC3	-1.5	i	i	-7.0	i	13.1	i	i	i	i	i
Cc1c(N=N/C(C(=O)Nc2ccccc2)=C(/O)c2ccccc2)c(=O)n(-c2ccccc2)n1C	11.1	9*	i	-17.6	i	-4.0	i	-9.1*	i	i	i
N#C/C(=C\c1ccc([N+](=O)[O-])o1)C(=O)Nc1ccc(F)cc1	25.3	i	i	-23.7	i	/	i	i	i	i	i
O=C(Nc1nc(-c2nc3ccccc3s2)cs1)c1ccc(S(=O)(=O)N2CCOCC2)cc1	-9.5	i	i	-1.8	i	/	i	i	i	i	i
Cc1ccnc(NS(=O)(=O)c2ccc(NS(=O)(=O)c3cc(Cl)ccc3Cl)cc2)n1	-21.5	i	i	-11.3	i	6.3	i	i	i	i	i

Grouped by structure, the compounds so far containing two or more sulfur atoms
SMILES	Platelet DG rel	KCNQ1 block	TRPC4 block	hERG protect	TRPC4 agonist	Dyrk1A ADPGlo	TRPC4 potent	KCNK9 inh	KCNK3 block	PolyA inh	KCNQ1 act
O=C(Nc1nc(-c2nc3ccccc3s2)cs1)c1ccc(S(=O)(=O)N2CCOCC2)cc1	-9.5	i	i	-1.8	i	/	i	i	i	i	i
Cc1ccnc(NS(=O)(=O)c2ccc(NS(=O)(=O)c3cc(Cl)ccc3Cl)cc2)n1	-21.5	i	i	-11.3	i	6.3	i	i	i	i	i

Continued.
SMILES	Platelet DG rel	KCNQ1 block	TRPC4 block	hERG protect	TRPC4 agonist	Dyrk1A ADPGlo	TRPC4 potent	KCNK9 inh	KCNK3 block	PolyA inh	KCNQ1 act
CCOC(=O)C1CCN(C(=O)c2cc3cc(F)ccc3[nH]2)CC1	-1.1	i	i	-1.4	i	-1.5	i	i	i	i	i
Cc1cc(NN)nc2ccc(Cl)cc12	-4.5	i	i	0.9	i	-0.2	i	i	i	i	i
COC(=O)CSc1ccccc1C(=O)OC	16.7	i	i	-5.8	i	2.1	i	i	i	i	i
O=C(NCC1CCCO1)C1CCCCN1S(=O)(=O)c1ccc(F)cc1 (stereo not given)	2.5	i	i	-10.2	i	-6.0	i	i	i	i	i
Cc1ccsc1/C=C/C1=Cc2c(sc(NC(=O)CSc3n[nH]c(N)n3)c2C#N)C(C)(C)C1	10.1	8*	i	-17.2	i	-1.7	90*	i	i	i	i
CN(C(=O)C12CC3CC(CC(C3)C1)C2)C1(C)CCS(=O)(=O)C1 (stereo not given)	-8.0	i	i	0.0	i	7.8	i	i	i	i	i
CC(C)(/C=N/O)/[N+]([O-])=C/C=[N+](\[O-])C(C)(C)/C=N/O	5.0	i	i	-9.5	i	-1.5	i	i	i	i	i
Cc1ccc(C(=O)N2CCN(Cc3ccc4c(c3)OCO4)CC2)o1	1.2	i	i	-8.6	i	12.0	i	i	i	i	i
CCOC(=O)c1[nH]c2c(c1-c1ccccc1)C(=O)CC(c1ccc(Cl)cc1)C2 (stereo not given)	5.0	i	i	-5.6	i	13.8	i	i	i	i	i
O=c1[nH]c(=O)c2nnc(N/N=C\c3ccc(O)cc3)nc2[nH]1	-0.9	i	i	-8.0	i	-2.3	i	i	i	/	i
COc1ccc(C2/C=C\CN(Cc3ccco3)CC(=O)N2Cc2ccc(F)cc2)cc1 (stereo not given)	1.3	i	i	-7.3	i	/	i	-6.88*	i	i	i
CN(C)S(=O)(=O)c1ccc(=S)[nH]c1	-15.1	i	i	-9.5	i	/	i	i	i	i	i
COc1ccc(OC)c(NC(=O)c2sc3nc(C)cc(C)c3c2N)c1	9.3	i	i	-4.5	i	-1.3	i	i	i	i	i
O=C(Nc1ccc([N+](=O)[O-])cc1)Nn1cnnc1	-2.3	i	i	-6.4	i	0.3	i	i	i	i	i
Cc1cc(C(=O)NCc2cccs2)no1	-1.9	i	i	-6.6	i	2.9	i	i	i	i	i
COc1cc(C(=O)Oc2cccc(/C=N/NC(=O)c3cccnc3)c2)cc(OC)c1OC	8.4	i	i	1.1	i	4.9	i	i	i	i	i
CC#CCN1c2ccccc2[C@]23C[C@@H](C(=O)OC)N(C(=O)NCCBr)C2=NC(C(=O)OC)=C(C(=O)OC)[C@H]13	-2.5	i	i	-5.2	i	-0.3	i	i	i	i	i
CC(C)CC(NC(=O)C1CCC(C)CC1)C(=O)N1CCN(c2ccccn2)CC1 (stereo not given)	10.3	i	i	-8.0	i	17.2	i	i	i	i	i
CCC(=O)N1CCCc2cc(S(=O)(=O)N3CCN(c4ccccc4F)CC3)ccc21	5.7	i	i	-12.7	i	-4.9	i	i	i	i	i
Cc1ccc(S(=O)(=O)N(C)CC(=O)OCC(=O)NC(=O)Nc2ccc3c(c2)OCCO3)cc1	3.5	i	i	-10.3	i	0.3	i	i	i	i	i
CCOC(=O)C/C(=N\Nc1ncnc2ccccc12)c1ccccc1	-5.6	i	i	-9.5	i	2.2	i	i	i	i	i
COC(=O)Cn1c(=NC(=O)c2ccc(S(=O)(=O)N3CCOCC3)cc2)sc2cc(S(N)(=O)=O)ccc21	-3.1	i	i	-7.0	i	-2.7	i	i	i	i	i
CCOc1ccc(NC(=O)CCC(=O)NNS(=O)(=O)c2ccccc2[N+](=O)[O-])cc1	2.2	i	i	-10.0	i	4.9	i	i	i	i	i
CC1CCCC(C)N1C(=O)CNCc1ccc2c(c1)OCO2 (stereo not given)	-2.1	i	i	0.8	i	/	i	i	i	i	i
CCC(C(=O)NCc1ccco1)N(C(=O)CNS(=O)(=O)c1ccccc1)c1ccccc1C (stereo not given)	3.7	i	i	-7.8	i	-9.5	i	i	i	i	i
COc1cc2c(cc1OC)C(c1ccc(Br)cc1)NC(=O)C2 (stereo not given)	-2.7	i	i	-3.9	i	8.1	i	i	i	i	i
COc1cccc(CNS(=O)(=O)c2cc3c4c(c2)CCN4C(=O)CC3)c1	-2.0	i	i	-10.4	i	0.1	i	i	i	i	i
N/C(Cn1cncn1)=N\NC(=O)c1ccc(Cl)cc1Cl	-0.7	i	i	-7.3	i	1.9	i	i	i	i	i
CCCn1c(=O)c(C(=O)NCCCc2ccccc2)c(O)c2ccccc21	-3.2	7*	i	-6.0	i	2.7	i	i	i	/	i
NNC(=O)c1cnn(-c2ccccc2)c1C(F)(F)F	12.0	i	i	-2.4	i	/	i	i	i	i	i
COc1ccc(S(=O)(=O)N2CCC(C(=O)Oc3ccc(C)cc3)CC2)cc1OC	-12.4	i	i	-8.5	i	4.0	i	i	i	i	i
CC(=O)Nc1cccc2c1C(=O)N(c1cccc(C)c1)C2=O	-1.2	i	i	-3.9	i	18.7	i	i	i	i	i
O=C(c1cc(-c2ccc(Cl)cc2)on1)N1CCCC1	-0.7	i	i	-5.7	i	1.3	i	i	i	i	i
CC(=O)c1cccc(CN2CCCC(CCC(=O)NCc3ccc(C)o3)C2)c1 (stereo not given)	-5.2	i	i	-9.4	i	0.6	i	i	i	i	i
S=c1[nH]nc(COc2ccccc2)n1/N=C/c1ccc(Br)cc1	-3.0	i	i	-6.6	i	-1.6	i	i	i	i	i
COc1cnc(-c2ccccn2)nc1Sc1ccccc1	-2.7	i	i	-10.5	i	-2.2	i	i	i	i	i
CC(C)CN1C(=O)NC(NC(=O)c2ccco2)(C(F)(F)F)C1=O (stereo not given)	1.0	i	i	-0.7	i	-6.9	i	i	i	i	i
C=CCN1C(=O)C(O)(CC(=O)c2c(C)n[nH]c2C)c2cc(Br)ccc21 (stereo not given)	-1.8	i	i	-6.4	i	8.0	i	i	i	i	i
FC(F)(Cl)c1nnc2ccc(Cl)nn12	2.3	i	i	-2.1	i	-1.3	i	i	i	i	i
O=S(=O)(c1cccc2nsnc12)N1CCN(Cc2ccccc2)CC1	-1.9	i	i	-8.0	i	1.4	i	i	i	i	i
Cn1c(=O)[nH]c(=O)c2c1nc(NCCCn1ccnc1)n2Cc1ccc(F)cc1	15.0	i	i	-16.9	i	-2.9	i	i	i	i	i
N#CCN1CCC2(O)CCCCC2C1c1ccc2c(c1)OCO2 (stereo not given)	2.2	i	i	-2.6	i	/	i	i	i	i	i
C=CCc1cccc2cc(C(=O)Nc3ccc(S(=O)(=O)Nc4nnc(CC)s4)cc3)c(=O)oc12	17.6	i	i	-10.9	i	5.3	i	i	i	i	i
Cc1cc(SCc2cc(=O)n3ccsc3n2)nc2ccccc12	5.8	i	i	-6.5	i	6.0	i	i	i	i	i
Cc1ncsc1CCC(=O)N1CCCC(C(=O)c2ccc3c(c2)OCO3)C1 (stereo not given)	0.4	i	i	-9.0	i	-2.3	i	i	i	i	i
CNC(=O)NC1CCCc2ccccc21 (stereo not given)	-0.9	i	i	-11.5	i	4.6	i	i	i	i	i
